# NSD2 inh: NSD2 histone methyltransferase inhibitors, primary screen, biochemical, AlphaScreen, single concentration, set 2 | Histone-lysine N-methyltransferase NSD2 (Homo sapiens), O96028 | NSD2 peptide methylation, 120 min | inhibition, % at 12.5 µM | 310,000 tested, 0.54% active | AID 743445, 2014; in the data active = inhibition above about 50%
# SR-BI DiI inh: inhibitors of SR-BI mediated HDL lipid uptake, primary screen, ldlA[mSR-BI] cells, fluorescence, single point. inhibition, % at 12.5 µM. 320,000 tested, 0.96% active. ldlA[mSR-BI] CHO cells, DiI-HDL uptake fluorescence, 3 h. Scavenger receptor class B member 1 (Mus musculus), Q61009;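 active = mean replicate inhibition of at least 70% and a set share of replicates each scoring 70 or more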;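 note: 0% = median of neutral control wells and 100% = median of positive control wells; values of inactives mirror those of a sister screen read the other way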
# Target sequence (Q61009 whole entry, looked up): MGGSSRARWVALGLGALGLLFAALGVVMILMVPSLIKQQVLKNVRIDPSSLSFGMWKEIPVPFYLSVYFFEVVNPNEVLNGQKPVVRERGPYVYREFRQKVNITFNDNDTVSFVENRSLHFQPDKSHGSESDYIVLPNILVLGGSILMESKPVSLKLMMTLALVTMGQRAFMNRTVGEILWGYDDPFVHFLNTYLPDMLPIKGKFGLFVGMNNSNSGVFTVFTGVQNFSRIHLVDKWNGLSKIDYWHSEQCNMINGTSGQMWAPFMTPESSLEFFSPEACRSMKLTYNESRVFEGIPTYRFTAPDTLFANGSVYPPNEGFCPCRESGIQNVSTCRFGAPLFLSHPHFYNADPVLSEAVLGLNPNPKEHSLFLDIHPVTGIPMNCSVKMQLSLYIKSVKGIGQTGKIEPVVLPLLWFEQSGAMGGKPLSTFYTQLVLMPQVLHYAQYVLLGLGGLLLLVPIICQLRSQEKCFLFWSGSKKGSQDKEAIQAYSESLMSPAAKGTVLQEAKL
# HTR5A ag ctr: HTR5A agonists in luminescence cell assay, primary screen, counter-screen for OPRM1-OPRD1 heterodimer agonist project, full-deck HTS. cell-based. activation, % at 9.3 µM. 340,000 tested, 0.61% active; in the data active = activation mostly above about 9.5%, no sharp cut-off; inactive = mostly below about 7.6%;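 note: 0% = cells with vehicle only and 100% = reference agonist; strong numbers were not always called active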
# V-ATPase pHluor: regulators of yeast V-ATPase proton pumping, primary screen, pHLuorin cytosolic pH fluorescence; S. cerevisiae; response, % at 10 µM; 350,000 tested, 0.37% active; AID 504577, 2011; in the data active = response mostly above about 7.3%, no sharp cut-off; inactive = mostly below about 5.4%; note: actives read high; inactives centre near 0; some compounds called inactive have numbers as strong as hits; reference of the scale not given here
# MITF TRPM1 HTS: activators of MITF-driven TRPM1 promoter reporter, primary screen, cell-based, SK-MEL-5, luciferase, single point. AID 588334, 2011. SK-MEL-5 TRPM1-promoter luciferase, 24 h; % of positive control, neutral wells = 0. activation, % at 12.5 µM. 300,000 tested, 0.75% active;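 active = mean activation of at least 80% with every replicate also reaching 80%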;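 note: 0% = neutral control wells and 100% = parthenolide positive control wells; values of inactives mirror those of a sister screen read the other way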
# PvdQ acylase: P. aeruginosa PvdQ acylase inhibitors, primary screen, biochemical, fluorescence, plate reader and imaging, single point; inhibition, % at 10 µM; 340,000 tested, 0.063% active; PvdQ acylase [Pseudomonas aeruginosa LESB58]; purified PvdQ acylase; in the data active = inhibition above about 30%, passing the limit was not always enough;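 note: 0% = vehicle neutral wells and 100% = reference inhibitor wells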
# CDK5 inh: inhibitors of human CDK5/p35 kinase, primary screen, biochemical, single concentration | Cyclin-dependent kinase 5 (Homo sapiens) + Cyclin-dependent kinase 5 activator 1 (Homo … | Recombinant CDK5/p35, ADP-Glo luminescence, 60 min | inhibition, % at 10 µM | 330,000 tested, 0.01% active;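 active = highest replicate inhibition of at least 50% and at least 75% of replicates reaching 50%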;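 note: plate controls were DMSO neutral control for no effect and GW8510 at 10 µM for full effect; many of its hits are not listed in these tables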
# Wnt act: Wnt/beta-catenin pathway activators, primary screen, cell-based, plate reader, single point; AID 743398, 2014; Wnt/beta-catenin reporter cell assay, activator; 300,000 tested, 1.2% active; activation, % at 9.35 µM; in the data active = activation above about 30%, passing the limit was not always enough;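 note: 0% = neutral control wells and 100% = positive control wells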
# HTR5A inv ctr: HTR5A inverse agonists in luminescence cell assay, primary screen, counter-screen for OPRM1-OPRD1 heterodimer inverse agonist project, full-deck HTS; 5-hydroxytryptamine receptor 5A (Homo sapiens), P47898; HTR5A cell line, inverse agonism; inhibition, % at 9.3 µM; 340,000 tested, 0.083% active; AID 504634, 2011; in the data active = inhibition mostly above about 23%, no sharp cut-off; inactive = mostly below about 18%;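 note: 0% = cells with DMSO and 100% = no-cell wells with DMSO; some compounds called inactive have numbers as strong as hits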
# dFosB act: activators of delta FosB homodimer, primary screen, biochemical, fluorescence polarization, TAMRA-CDK5 oligo, single point; purified delta FosB; percent of positive-control signal above neutral wells; activation, % at 25 µM; 340,000 tested, 0.99% active; AID 493131, 2011;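 active = mean activation above about 17%, with every replicate also reaching it, limit read from the data, passing the limit was not always enough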;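 note: fluorescence polarization rise as delta FosB binds a TAMRA Cdk5 AP-1 oligo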
# Target sequence (P13346 whole entry, looked up): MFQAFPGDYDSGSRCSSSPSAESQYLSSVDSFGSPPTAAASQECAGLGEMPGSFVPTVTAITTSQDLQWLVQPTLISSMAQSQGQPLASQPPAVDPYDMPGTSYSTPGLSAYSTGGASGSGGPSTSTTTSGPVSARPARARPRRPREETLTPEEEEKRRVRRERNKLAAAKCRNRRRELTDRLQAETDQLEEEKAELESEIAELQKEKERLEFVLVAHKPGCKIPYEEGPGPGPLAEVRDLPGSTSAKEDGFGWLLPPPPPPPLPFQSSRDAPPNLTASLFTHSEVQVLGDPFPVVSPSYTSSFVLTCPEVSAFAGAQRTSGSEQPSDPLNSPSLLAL
# * marks the source's active call; other numbers are inactive results; nt = no result given.
# Start of the data: the first 11 compounds, ahead of the listing:
SMILES,NSD2 inh,SR-BI DiI inh,HTR5A ag ctr,V-ATPase pHluor,MITF TRPM1 HTS,PvdQ acylase,CDK5 inh,Wnt act,HTR5A inv ctr,dFosB act
CCN1CCN(c2nc(Nc3cc(OC)ccc3OC)nc(Nc3cc(OC)ccc3OC)n2)CC1,9,nt,2,-2,nt,-17,-1.1,5,-12,-4
CCN1CCN(C(=S)c2ccc(OCC(=O)NCc3ccccc3)cc2)CC1,18,-5,5,-2,-4,-17,-1.8,-2,24,-2
COc1ccccc1C(=O)NC(CCSC)C(=O)NC1CCCCCC1 (centres undefined),2,-3,9,-1,-17,-4,1.8,0,14,-7
Cc1ccc(C)c(-c2csc(NC(=O)C3=COCCO3)n2)c1,3,11,10,0,8,-11,0.5,6,-21,-3
O=C(O)c1ccccc1NC(=O)C(Cc1ccccc1)N1C(=O)c2ccccc2C1=O (centres undefined),0,-9,0,0,-11,-8,-0.2,-2,1,2
O=C(COC(=O)Cn1cnc2ccccc21)NCc1ccc(F)cc1,0,-32,0,-2,4,-9,2.2,-1,1,-4
COc1cccc(/C=C2\SC(=S)N(C(C)C(=O)NC3C=CS(=O)(=O)C3)C2=O)c1 (centres undefined),7,-24,4,-3,-14,-4,3.1,-2,-15,5
Cc1ccc(CNC(=O)CN(c2ccc(C(C)C)cc2)S(=O)(=O)c2c(C)noc2C)cc1,-4,10,-3,0,-8,-21,0.6,1,10,-4
CC(=O)N1CCN(c2ccc(NC(=O)/C=C/c3ccccc3)cc2)CC1,1,27,1,0,0,0,-0.2,4,19,-10
CCOC(=O)c1c(S(=O)(=O)NCC(=O)Nc2cccc(C)c2)c(C)n(C)c1C,-1,-29,-3,10,8,-17,-3.3,-1,11,-6
O=C(Cn1cnc2c(nnn2Cc2ccc(F)cc2)c1=O)Nc1cccc(F)c1,-4,-40,3,-3,11,1,-1.0,-2,-8,11

# Results (from the top)
SMILES,NSD2 inh,SR-BI DiI inh,HTR5A ag ctr,V-ATPase pHluor,MITF TRPM1 HTS,PvdQ acylase,CDK5 inh,Wnt act,HTR5A inv ctr,dFosB act
CCN1CCN(c2nc(Nc3cc(OC)ccc3OC)nc(Nc3cc(OC)ccc3OC)n2)CC1,9,nt,2,-2,nt,-17,-1.1,5,-12,-4
CCN1CCN(C(=S)c2ccc(OCC(=O)NCc3ccccc3)cc2)CC1,18,-5,5,-2,-4,-17,-1.8,-2,24,-2
COc1ccccc1C(=O)NC(CCSC)C(=O)NC1CCCCCC1 (centres undefined),2,-3,9,-1,-17,-4,1.8,0,14,-7
Cc1ccc(C)c(-c2csc(NC(=O)C3=COCCO3)n2)c1,3,11,10,0,8,-11,0.5,6,-21,-3
O=C(O)c1ccccc1NC(=O)C(Cc1ccccc1)N1C(=O)c2ccccc2C1=O (centres undefined),0,-9,0,0,-11,-8,-0.2,-2,1,2
O=C(COC(=O)Cn1cnc2ccccc21)NCc1ccc(F)cc1,0,-32,0,-2,4,-9,2.2,-1,1,-4
COc1cccc(/C=C2\SC(=S)N(C(C)C(=O)NC3C=CS(=O)(=O)C3)C2=O)c1 (centres undefined),7,-24,4,-3,-14,-4,3.1,-2,-15,5
Cc1ccc(CNC(=O)CN(c2ccc(C(C)C)cc2)S(=O)(=O)c2c(C)noc2C)cc1,-4,10,-3,0,-8,-21,0.6,1,10,-4
CC(=O)N1CCN(c2ccc(NC(=O)/C=C/c3ccccc3)cc2)CC1,1,27,1,0,0,0,-0.2,4,19,-10
CCOC(=O)c1c(S(=O)(=O)NCC(=O)Nc2cccc(C)c2)c(C)n(C)c1C,-1,-29,-3,10,8,-17,-3.3,-1,11,-6
O=C(Cn1cnc2c(nnn2Cc2ccc(F)cc2)c1=O)Nc1cccc(F)c1,-4,-40,3,-3,11,1,-1.0,-2,-8,11
O=C(COc1cccc2c1CCN(Cc1ccccc1F)C2=O)N1CCCCC1,nt,16,1,3,10,-10,-0.8,0,-3,-9
CCN(CCCNC(=O)CCn1c(=O)[nH]c2ccsc2c1=O)c1ccccc1,nt,nt,-6,-4,2,-9,2.0,2,17,-8
Cc1ccccc1C(=O)NC1CCN(C(=O)NC2CCCCC2)CC1,-3,-14,3,7,6,-8,1.3,-3,-8,-5
Cc1nc2cc(Cl)ccc2n1CCO,-3,-10,3,0,4,-16,-1.0,-2,-40,-8
Cc1cc(=O)oc2cc(OCC(=O)NCCCN3CCOCC3)c(Cl)cc12,0,-6,5,1,-2,-8,nt,-2,-16,0
CC(CCc1ccccc1)NC(=O)c1cc2sccc2n1C (centres undefined),-3,10,5,1,13,-4,-0.8,4,-5,-4
CCCC(C(=O)Nc1ccc(S(=O)(=O)Nc2nccs2)cc1)c1ccccc1 (centres undefined),1,-24,3,8,9,-7,-0.5,1,-16,-26
Cc1ccc2nc(SCC(=O)c3ccc4c(c3)OCO4)[nH]c2c1,1,10,11,0,-1,-8,-0.4,nt,-3,7
O=c1cc(CN2CCN(S(=O)(=O)c3ccccc3)CC2)nc2sccn12,0,-10,2,0,-8,-10,0.1,-10,-4,-1
CN(C(=O)CSc1nc(-c2ccc(C(C)(C)C)cc2)c(C#N)c(=O)[nH]1)C1CCCCC1,60*,-49,5,4,4,-12,-0.3,-1,-20,-18
Nc1c(C(=O)Nc2ccc(S(=O)(=O)N3CCCC3)cc2)sc2nc3ccc(OC(F)(F)F)cc3cc12,0,42,15*,-2,-82,-6,0.0,-22,-69,-9
CCN(CC)S(=O)(=O)c1ccc(OC)c(NC(=O)Cc2cccs2)c1,0,30,-2,1,-1,-13,-2.3,-1,6,-13
COc1ccc(Cn2cccc(NC(=O)Nc3ccc(F)cc3)c2=O)cc1,2,-7,3,-1,-5,-12,-2.9,1,-22,-9
O=C(C1=C(O)C(=O)N(CCCN2CCOCC2)C1c1ccccn1)c1cc2ccccc2o1 (centres undefined),-1,-14,8,3,7,-9,-1.7,nt,-2,0
O=C1CC(c2ccccc2)CN1S(=O)(=O)c1ccccc1 (centres undefined),nt,4,-3,0,0,-2,1.2,-3,8,8
Nc1cc(=O)n(Cc2ccccc2)c(=O)n1Cc1ccccc1,1,0,-2,-3,-3,0,-1.1,1,9,-1
Oc1ccccc1OCc1nc2ccccc2s1,nt,2,4,4,74,1,1.9,nt,8,-1
CCN1C(=O)CSc2ccc(C(=O)NCc3ccc(OC)cc3)cc21,0,-29,1,-3,-16,-4,-1.2,nt,-3,-6
COc1ccc(CCNC(=O)NC(C(F)(F)F)C(F)(F)F)cc1OC,-1,18,0,-1,9,-5,1.6,nt,-2,-4
O=C(Cc1ccc(S(=O)(=O)N2CCOCC2)s1)NNC(=O)c1ccccc1Cl,-1,-10,1,5,0,18,0.9,0,3,-12
CCOC(=O)C1CCN(S(=O)(=O)c2ccc(-n3cnnn3)c(C)c2)CC1,2,-3,9,-2,-13,0,0.7,-3,1,-3
COc1ccc([C@H]2CC(=O)C=C(c3cc4ccccc4c4ccccc34)C2)cc1,nt,12,-1,8,2,-15,0.3,-3,-3,-5
COc1ccc(-c2oc3ncnc(NCCCN4CCOCC4)c3c2-c2ccc(OC)cc2)cc1,1,34,3,1,nt,-7,0.3,nt,-3,-4
CN(c1ncc(C(F)(F)F)cc1Cl)N1C(=O)C2ONC3(C(=O)CC(C)(C)CC3=O)C2C1=O (centres undefined),-1,3,1,1,-4,-12,-1.4,-1,-3,-1
Nn1c(SCC(=O)Nc2ccccc2Br)nnc1-c1ccco1,0,1,0,-3,4,-8,0.6,-1,12,-9
COc1ccc(CN=C(N)N=C(N)N)cc1Cl,-8,-7,0,-1,-1,-6,0.1,-3,-8,1
O=C(NCC1COc2ccccc2O1)C1CCN(S(=O)(=O)c2ccc(Cl)cc2)CC1 (centres undefined),-2,-4,1,3,-2,-11,-0.3,-1,-2,-16
CCCCOc1ccc(C(=O)NCCc2cccs2)cc1,nt,9,-2,1,57,-8,0.6,nt,6,-6
CC1(C)CC(=O)C(/C=N/n2c(C(F)(F)F)nc3ccccc3c2=O)=C(O)C1,2,67,6,0,1,2,-0.3,-1,-14,-2
O=C(Nc1ccc(NC(=O)c2ccco2)cc1)c1ccc2c(c1)OCO2,-1,47,6,2,13,-4,-0.6,-2,-15,-6
O=C(COC(=O)COc1ccc(Cl)cc1)NC1CCCCC1,2,4,-3,-1,-4,3,-0.5,-4,-18,-1
CCOC(=O)N1CCN(C(=O)c2cn(C)c(=O)c3c2c2ccccc2n3C)CC1,-2,-12,0,3,-5,-33,-0.6,-2,3,-13
CCN(CC(=O)Nc1ccccc1C(F)(F)F)C(=O)CCOc1ccc(C)cc1,-1,-9,4,-3,-3,2,0.3,-1,-11,-11
c1cnc(SCCOc2cccc3ccccc23)nc1,0,2,6,-1,106*,-6,0.5,nt,-15,-2
CCC(=O)NC1=C(C#N)C2(CCCC2)Cc2ccccc21,-1,-29,-1,10,-7,3,-0.9,0,-2,5
N#CC1=C(N)OC2=C(C(=O)CCC2)C1c1ccoc1 (centres undefined),-1,-26,nt,2,-2,-6,-5.4,-2,nt,-2
CCOc1ccc2nc3ccc4[nH]onc4c3c2c1,nt,21,-1,3,22,-1,-1.2,2,-8,-11
CCN(C(=O)CSc1nnc(Nc2cccc(C)c2C)s1)C1CCS(=O)(=O)C1 (centres undefined),-3,-4,-3,2,1,10,0.7,-2,24,1
Cc1cccc(NC(=O)CSc2nc3ccccc3c3nc(CCc4c(C)n[nH]c4C)nn23)c1,1,30,7,-2,nt,-14,-0.3,nt,-17,44*
CCOC(=O)C1(CCOc2ccccc2)CCN(Cc2ccc(OC)c(COC)c2)CC1,0,34,-4,-1,-23,-10,-4.2,-5,14,-9
COc1cccc([C@@H]2CC=C(C(=O)O)[C@H](c3ccc(Br)cc3)N2S(=O)(=O)c2ccc(C)cc2)c1,nt,5,1,2,-4,-9,-0.9,-2,-5,-20
Cc1ccc(Oc2ccc(-c3nc(N)nc(N)n3)cc2)cc1,0,-25,-3,2,-7,-11,0.6,nt,-37,-11
Cc1ccc(CN2CCC(C(=O)Nc3ccc(Oc4cccnc4)cc3)CC2)cc1,1,-16,4,2,-2,-17,-2.6,0,9,3

# Screening results as filed in PubChem.
